AID2073 = inhibitors of Mint1-CaV2.2 protein interaction, biochemical, HTRF (AID 2073); inhibition, % at 20 µM, or IC50 in µM where a hit was titrated; HTRF protein-protein interaction, Mint1-CaV2.2; higher % means a stronger effect; 0.19% of 290,000 active; in the data active means inhibition mostly above about 51%, no sharp cut-off; further: some results filed as inactive read as strong as hits
Siah-1 displacement = blockers of Siah-1 interaction with plectin peptide – biochemical, fluorescence polarization, rhodamine-plectin, uHTS, primary screen (AID 1817); Siah-1 / rhodamine-plectin peptide fluorescence polarization; higher % means a stronger effect; one-dose displacement, % at 20 µM; IC50 in µM for titrated hits; 0.02% of 290,000 active;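 active means displacement of at least 50% at 20 µM, with a fluorescence ratio check between 0.3 and a set limit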;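 further: plate controls were Siah plus tracer with DMSO for no effect and tracer alone without Siah for full effect; strong numbers were not always called active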
LYP phosphatase = PTPN22 lymphoid phosphatase activity blockers – biochemical, fluorescence intensity, uHTS (AID 1779) | recombinant LYP phosphatase, fluorescence intensity; higher % means a stronger effect | inhibition, % at 11.5 µM; hits with a dose series show IC50 in µM | 0.054% of 290,000 active; in the data active means inhibition above about 50%;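 further: plate controls were vehicle with enzyme for no effect and no enzyme for full effect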
* hit, by the source's call.

SMILES	AID2073	Siah-1 displacement	LYP phosphatase
CC1CCN(C(=O)CCN2C(=O)C3C4C=CC(C4)C3C2=O)CC1 (configuration not stated)	9%	-1%	-11%
CCN(CCNC(=O)C1CCCN(c2ncnc3c2nc2n3CCCCC2)C1)Cc1ccccc1 (configuration not stated)	11%	-4%	-9%
O=C(Nc1ccccc1F)n1ncc2cc(Cl)ccc21	5%	1%	-5%
C=C(C)Cc1c(C)c(C#N)c2[nH]c3ccccc3n2c1=O	16%	-4%	-8%
COc1ccccc1N1CCN(S(=O)(=O)CCNC(=O)c2ccccc2Br)CC1	6%	3%	-8%
COc1cccc(NC(=O)CSc2nc3ccccc3nc2N2CCCC2)c1	5%	-6%	0%
O=C(CSc1n[nH]c(-c2ccncc2)n1)Nc1ccccc1C(F)(F)F	10%	2%	-2%
Cc1ccc(C(=O)Nc2ccc(S(=O)(=O)N3CCOCC3)cc2)cc1C	19%	-8%	-5%
Cc1ccc(N=Nc2c(N)n[nH]c2N)cc1	-3%	-1%	-6%
COc1ccc(CN2CCCC(CO)(Cc3cccc(Cl)c3)C2)cc1OC (configuration not stated)	11%	1%	-6%
COc1cc(OC)c(C=O)c(OC(=O)N2CCOCC2)c1	11%	-2%	-10%
Cc1ccc(SCC(=O)OCC(=O)NC(C)c2ccc(Br)cc2)cc1 (configuration not stated)	6%	-5%	-5%
Cc1nc(SCC(=O)NC2CCCC2)c2c(C)c(C)sc2n1	-3%	11%	-8%
Cc1ccc(N(C)C(=O)c2cc(S(=O)(=O)N3CCc4ccccc43)cn2C)cc1	18%	-6%	-2%
COc1ccc(N2CC(C(=O)NC3CCCCC3)CC2=O)cc1 (configuration not stated)	-4%	2%	-7%
O=S(=O)(Cc1ccc(Cl)cc1)NCc1ccc2c(c1)OCO2	-2%	2%	-4%
CCCc1nnc(NC(=O)CCC(=O)NCc2ccc(Cl)cc2Cl)s1	7%	7%	-11%
COc1ccc(C(c2c(C)n(C)n(-c3ccccc3)c2=O)c2c(C)n(C)n(-c3ccccc3)c2=O)c(OC)c1OC	5%	1%	-9%
Cc1nc2nc(SCC(=O)NCCCN3CCCCC3)nn2c(C)c1Cc1ccccc1	28%	0%	-8%
COc1cc(C(O)c2nc3ccccc3n2C(C)C)cc(OC)c1OC (configuration not stated)	-3%	-1%	2%
CCn1ncc(S(=O)(=O)Nc2cccnc2)c1C	5%	15%	-7%
Cn1cc([N+](=O)[O-])c(C(=O)NC2CCCCCCC2)n1	52%	0%	-10%
COc1ccc(S(=O)(=O)c2snnc2C)cc1	21%	2%	-6%
COc1ccc(CC(=O)N2CCc3ccccc3C2)cc1	1%	-2%	-4%
CNC(=O)N(O)C1N(/N=C/c2ccc(N(C)C)cc2)C(=S)SC1(C)C (configuration not stated)	12%	11%	0%

Ordered by number of heavy atoms (highest first): some entries from above
SMILES	AID2073	Siah-1 displacement	LYP phosphatase
COc1ccc(CN2CCCC(CO)(Cc3cccc(Cl)c3)C2)cc1OC (configuration not stated)	11%	1%	-6%
Cc1ccc(C(=O)Nc2ccc(S(=O)(=O)N3CCOCC3)cc2)cc1C	19%	-8%	-5%
CNC(=O)N(O)C1N(/N=C/c2ccc(N(C)C)cc2)C(=S)SC1(C)C (configuration not stated)	12%	11%	0%
O=S(=O)(Cc1ccc(Cl)cc1)NCc1ccc2c(c1)OCO2	-2%	2%	-4%
C=C(C)Cc1c(C)c(C#N)c2[nH]c3ccccc3n2c1=O	16%	-4%	-8%
CCn1ncc(S(=O)(=O)Nc2cccnc2)c1C	5%	15%	-7%

Going on with the list:
SMILES	AID2073	Siah-1 displacement	LYP phosphatase
COc1cccc(C(=O)Nc2cccc(NC(=O)c3cccs3)c2)c1	19%	2%	2%
C=CCNC(=O)CN1c2cccc3cccc(c23)S1(=O)=O	0%	-3%	-7%
CCOc1ccc(NC(=O)C(CC)n2nc(C)c3c(C)n(-c4ccccc4)nc3c2=O)cc1 (configuration not stated)	6%	-5%	-6%
O=C(CCNC(=O)c1ccco1)Nc1ccc(Cl)cc1F	5%	4%	-6%
COc1cccc(CNC(=O)Cn2c(=O)oc3cc(S(=O)(=O)N4CCCCC4)ccc32)c1	26%	-5%	-4%
CN(C)CCCn1c(=O)n(Cc2ccccc2)c(=O)c2c3c(sc21)CCCCC3	13%	6%	-6%
CCc1n[nH]c(=O)c2cc3cc(OC)ccc3n12	15%	6%	-4%
CCN(CC)Cc1c(C(=O)N/N=C/c2cccnc2)nnn1-c1nonc1N	8%	4%	-3%
CCOc1ccc(CNS(=O)(=O)c2cccs2)cc1OCC	-2%	9%	-6%
CSc1cccc(NC(=O)CCCn2c(=O)c3cccn3c3cccnc32)c1	12%	-2%	-11%
CC(CCc1ccccc1)NCc1ccc(Cl)cc1Cl (configuration not stated)	17%	3%	-2%
Cc1ccc(O)c(CNc2cccc(C)n2)c1	5%	-3%	-8%
Cc1ccc(NC(=O)CCC(=O)c2cccs2)c(Br)c1	6%	9%	-4%
CC(=O)N1c2ccc(S(=O)(=O)NCC3CCC(C(=O)Nc4ccc(C)cn4)CC3)cc2CC1C (configuration not stated)	1%	2%	-9%
O=C(NC1CCN(C(=O)Nc2cccc(Cl)c2)CC1)c1ccccc1	1%	1%	-6%
S=c1[nH]c2cc(Cl)c3cccnc3c2o1	13%	-4%	-8%
CCOc1ccc(NC(=S)N2CCN(S(=O)(=O)c3ccccc3)CC2)cc1	-12%	3%	-5%
CCn1nnc(NC(=O)c2ccco2)n1	-6%	-1%	-6%
O=C(NCc1cccnc1)C1CCN(S(=O)(=O)c2cc(Cl)ccc2Cl)CC1	-4%	15%	-9%
CCOC(=O)N1CCN(Cc2nnc(-c3cccc(Br)c3)o2)CC1	40%	1%	-3%
Cc1ccc(CN(Cc2ccccn2)C(=O)Nc2ccc(C)c(C)c2)cc1	13%	1%	1%
COc1cc(Cl)ccc1OCc1cc(C(=O)NCC(C)(C)N2CCOCC2)no1	-3%	-4%	-9%
COc1ccc(C)cc1N(C(=O)Cn1nnc(-c2ccc(C)o2)n1)C(C(=O)NC1CCCC1)c1ccncc1 (configuration not stated)	8%	2%	-2%
O=C(NC(=O)c1ccccc1)Nc1ccccc1	7%	-5%	-8%
Cc1cc(NC(=O)CCC(=O)N(Cc2ccccc2)C(C(=O)NC2CCCC2)c2ccco2)no1 (configuration not stated)	6%	-1%	2%

Reprinted at random: 3 entries already listed.
SMILES	AID2073	Siah-1 displacement	LYP phosphatase
CCOc1ccc(NC(=O)C(CC)n2nc(C)c3c(C)n(-c4ccccc4)nc3c2=O)cc1 (configuration not stated)	6%	-5%	-6%
Cc1ccc(CN(Cc2ccccn2)C(=O)Nc2ccc(C)c(C)c2)cc1	13%	1%	1%
CSc1cccc(NC(=O)CCCn2c(=O)c3cccn3c3cccnc32)c1	12%	-2%	-11%

Remaining list, next part.
SMILES	AID2073	Siah-1 displacement	LYP phosphatase
Cc1ccc(/C=C2/Sc3ccc(C(=O)NCCN4CCOCC4)cc3NC2=O)cc1	5%	-4%	-9%
Cc1cc(C(=O)NC2CCCN(Cc3ccc(Cl)cc3)C2)no1 (configuration not stated)	-4%	11%	-10%
CCOC(=O)CSc1nc2ccccc2n2c(C)nnc12	5%	2%	-3%
COc1ccccc1Nc1nc(C)cc(C)n1	-7%	3%	-9%
O=C(Nc1cccc([N+](=O)[O-])c1)c1ccc2nsnc2c1	5%	-3%	-13%
COc1cc(OC)c(NC(=O)c2sc3ncn(CC(=O)N4CCN(c5ccccn5)CC4)c(=O)c3c2C)cc1Cl	52%	-4%	-2%
COc1ccccc1/C=N/NC(=O)c1cc2c(OC)c(OC)ccc2[nH]1	11%	5%	0%
CCCc1nnc(NS(=O)(=O)c2ccccc2)s1	-3%	11%	-11%
Cc1cccc(COc2ccc(/C=C3/C(=O)N(C)C(=S)N3C)cc2)c1	2%	0%	-8%
COc1ccccc1NC(=O)c1cc(-c2ccc(OC)c(OC)c2)nc2ccccc12	6%	4%	-1%
CCCOc1ccc(C(=O)Nc2ccc(CN3CCOCC3)cc2)cc1	9%	2%	-5%
COC(=O)/C=C1\SC(=NC(=O)c2cccc([N+](=O)[O-])c2)NC1=O	0%	10%	1%
COc1ccc(C(C(=O)NC2CCCCC2)N(Cc2ccco2)C(=O)c2ccccn2)c(OC)c1 (configuration not stated)	-1%	1%	-11%
Cc1ccc(NC(=O)c2ccc(C)c(NC3=NC4CS(=O)(=O)CC4S3)c2)cc1C (configuration not stated)	-2%	-1%	-12%
Cc1ccc(-c2c(C(=O)N/N=C/c3ccsc3)nnn2-c2nonc2N)cc1	-8%	8%	-4%
Cc1ccnc(NS(=O)(=O)c2ccc(NC(=O)c3ccccc3F)cc2)n1	-1%	4%	-5%
O=C(NNS(=O)(=O)c1ccc(F)cc1)C1CCCCC1	-1%	0%	-4%
C[C@H](NC(=O)[C@H](Cc1ccccc1)n1c(=O)[nH]c2ccccc2c1=O)C(=O)N1CCC(C(=O)O)CC1	6%	1%	-8%
CCOc1ccc(N(CC(=O)N2CCN(c3ccccc3OC)CC2)S(=O)(=O)c2ccc(C)cc2)cc1	-4%	-5%	-4%
O=[N+]([O-])c1cccc(NNS(=O)(=O)c2ccccc2F)c1	-20%	2%	-2%
CCC1C/C(=C\c2cc(OC)c(OC)cc2OC)C(=O)/C(=C/c2cc(OC)c(OC)cc2OC)C1 (configuration not stated)	28%	4%	4%
CC1(C)Cc2c(sc(NC(=O)c3ccc(S(=O)(=O)N4CCCC4)cc3)c2C#N)C(C)(C)N1	19%	4%	-4%
C=CCn1c(CCc2ccccc2)nnc1SCC(=O)OC	39%	14%	-10%
COc1cc(OC)cc(-c2oc3cccnc3c2C#CCCO)c1	9%	2%	-8%
COc1cccc(OCc2cc(C(=O)N3CCC(c4ccncc4)CC3)no2)c1	0%	4%	-9%

Single records, as listed above. Values in the order: AID2073	Siah-1 displacement	LYP phosphatase
C=CCn1c(CCc2ccccc2)nnc1SCC(=O)OC across the screens: 39%	14%	-10%
Cc1ccc(NC(=O)c2ccc(C)c(NC3=NC4CS(=O)(=O)CC4S3)c2)cc1C (configuration not stated) across the screens: -2%	-1%	-12%
O=C(Nc1cccc([N+](=O)[O-])c1)c1ccc2nsnc2c1 across the screens: 5%	-3%	-13%
CCOC(=O)CSc1nc2ccccc2n2c(C)nnc12 across the screens: 5%	2%	-3%

Going on with the list:
SMILES	AID2073	Siah-1 displacement	LYP phosphatase
COc1cc(OC)cc(C(=O)Nc2cccc3c2CCCC3)c1	-2%	1%	-4%
CN(CC(=O)Nc1ccc(F)cc1)C(=O)COC(=O)CN1C(=O)NC2(CCCC2)C1=O	14%	-1%	-6%
Cc1ccc(S(=O)(=O)N(CC(=O)NCc2ccccn2)c2ccc(Cl)cc2)cc1	7%	-1%	-5%
Cc1nc(-c2ccc(S(=O)(=O)N3CCN(c4cccc(C)c4C)CC3)cc2)co1	34%	1%	-11%
CCc1nn(CC(=O)N2CC(C)CC(C)C2)c(=O)c2cccn12 (configuration not stated)	-3%	-2%	-12%
Cc1cccc(NC(=O)NCc2ccc3c(c2)OCO3)c1	-6%	2%	-12%
Cc1onc(-c2ccccc2Cl)c1C(=O)Nc1ccccc1O	-2%	2%	-6%
CC(C)(C)C(=O)N1c2ccccc2CCc2ccccc21	2%	7%	-10%
CCC1CCCCN1CCCNC(=O)c1ccc(CS(=O)(=O)c2ccccc2OC)o1 (configuration not stated)	4%	4%	-8%
Cc1nn(CC(=O)NCCc2ccc(Cl)cc2)c(=O)c2cccn12	13%	4%	-10%
OC(CNCc1cccs1)c1ccccc1 (configuration not stated)	10%	0%	-9%
COc1ccc(CCN2CC(C(=O)NCCc3ccc(C(F)(F)F)cc3)CCC2=O)cc1 (configuration not stated)	3%	-2%	-9%
O=C(c1cccc(C(F)(F)F)c1)C1CCCN(C(=O)CN2CCOC2=O)C1 (configuration not stated)	6%	1%	-4%
CCOC(=O)C1CCN(C2CCN(C(=O)c3oc4c(C)c(C)ccc4c3C)CC2)CC1	12%	1%	-1%
Cc1ccc(NC2CCCN(C(=O)CCc3scnc3C)C2)cc1C (configuration not stated)	-2%	-3%	-8%
O=C(CCNC(=O)c1ccc([N+](=O)[O-])cc1)Nc1ccc(F)c(F)c1F	-6%	10%	-10%
CCc1ccc(/C(C)=N/NC(=O)c2c[nH]c3ccccc23)s1	1%	8%	-1%
CC(C)Sc1nc2sccc2c(=O)n1-c1ccccc1	-4%	-6%	1%
CC(=O)N1c2ccc(S(=O)(=O)NCCC(=O)NCc3ccc(F)cc3)cc2CC1C (configuration not stated)	-9%	1%	-9%
Cc1onc(-c2ccccc2Cl)c1C(=O)NNC(=O)c1cccc(F)c1	5%	1%	-6%
CCOc1ccc(CN2C(=O)c3ccccc3C2C(=O)NC(C)CC)cc1OC (configuration not stated)	-3%	0%	-3%
Cc1ccc(NC(=O)c2ccc(CN3CC(=O)N4CCCCC4C3=O)cc2)c(C)c1 (configuration not stated)	14%	0%	1%
O=C(COc1ccccc1)N=C1SC2CS(=O)(=O)CC2N1CCc1ccccc1 (configuration not stated)	-5%	6%	-10%
O=C(O)c1[nH]c2ccccc2c1NS(=O)(=O)c1ccc(F)cc1	11%	0%	3%
Cc1cc(NC(=O)CCC(=O)N(c2ccccc2)C(C(=O)NC2CCCC2)c2ccccc2F)no1 (configuration not stated)	-8%	8%	2%
CC(C)(C)c1ccc(C(=O)NNC(=S)NC(=O)c2cccnc2)cc1	-28%	-9%	1%
CCN1/C(=C/c2cccc[n+]2C)Sc2ccc(OC)cc21	-5%	-2%	-8%
O=C(Nc1cccc(F)c1)/C(=C/c1ccco1)NC(=O)c1ccco1	2%	-4%	-4%
COc1ccc(Cl)cc1NC(=O)CSc1sc2c(O)cc(=O)[nH]c2c1C#N	27%	3%	-3%

Compound activity as filed in PubChem BioAssay.

The list is partial, so the mix of outcomes need not match the whole.
